RECQ1 helicase = inhibitors of human RECQ1 DNA helicase; P46063; RECQ1 DNA unwinding, red fluorescence kinetic read; actives 0.54% (n = 240,000); Potency, µM (highest dose often 57.3 µM), inactives show at the highest dose activity, negative = inhibition, hits mostly inhibitors;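 further: plate controls were vehicle for no effect and no enzyme for full effect; nearly all actives have a fitted effect of over 30% in size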
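50 nM RECQ1T1 preincubated 15 min with compound in Tris pH 8.0 buffer with MgCl2, DTT, Tween-20 and 2.5 ug/ml poly(dI-dC); started with 200 nM TAMRA/BHQ-2 forked duplex and 2 mM ATP. Unwinding read as fluorescence (525/598 nm), two reads 2 h apart.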
L3MBTL1 block = inhibitors of human L3MBTL1; Q9Y468; AlphaScreen L3MBTL1–H3K9me1 peptide binding; Potency, µM (highest dose often 57.1 µM), for inactives: at the top dose activity, negative = inhibition, most hits filed as inhibitors; actives 0.66% (n = 230,000); further: on the % scale 0 is the no-effect control and ±100 the full control effect; nearly all actives have a fitted effect of over 60% in size
Target sequence (Q9Y468 whole entry, looked up): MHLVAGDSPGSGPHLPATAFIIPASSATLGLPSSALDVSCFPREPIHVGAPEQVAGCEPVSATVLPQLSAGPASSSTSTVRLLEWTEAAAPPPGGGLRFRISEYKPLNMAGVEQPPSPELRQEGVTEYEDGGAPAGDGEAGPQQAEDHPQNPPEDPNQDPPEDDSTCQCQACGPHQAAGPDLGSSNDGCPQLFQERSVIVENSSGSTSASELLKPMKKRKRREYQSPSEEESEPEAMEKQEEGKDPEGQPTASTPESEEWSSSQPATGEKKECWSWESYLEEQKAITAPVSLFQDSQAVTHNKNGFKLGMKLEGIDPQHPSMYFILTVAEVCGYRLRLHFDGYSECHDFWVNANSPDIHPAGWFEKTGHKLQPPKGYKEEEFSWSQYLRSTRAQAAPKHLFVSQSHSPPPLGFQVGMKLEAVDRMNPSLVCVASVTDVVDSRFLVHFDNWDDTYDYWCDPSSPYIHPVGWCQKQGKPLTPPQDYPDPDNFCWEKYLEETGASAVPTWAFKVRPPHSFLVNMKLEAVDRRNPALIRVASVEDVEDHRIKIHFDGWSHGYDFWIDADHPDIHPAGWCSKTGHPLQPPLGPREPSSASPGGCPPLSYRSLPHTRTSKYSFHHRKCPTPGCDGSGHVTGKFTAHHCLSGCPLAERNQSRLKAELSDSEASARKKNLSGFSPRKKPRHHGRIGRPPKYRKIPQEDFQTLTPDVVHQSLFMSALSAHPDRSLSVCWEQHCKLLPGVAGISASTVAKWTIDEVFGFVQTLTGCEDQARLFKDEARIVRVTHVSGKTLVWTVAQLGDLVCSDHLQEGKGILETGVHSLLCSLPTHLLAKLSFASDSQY
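L3MBTL1 50 nM + b-AHA-H3(1-15)K9me1 75 nM, 30 min RT; compound added, 30 min RT; streptavidin donor/Ni-chelate acceptor beads 10 ug/mL each final, 30 min RT dark; AlphaScreen read.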
Lamin A splicing = LMNA splicing modulation. HeLa LMNA splicing GFP/RFP minigene ratio, 48 h. Potency, µM (doses to about 46.1 µM), inactives show top-dose ratio change, negative = inhibition, actives largely listed as inhibitors. actives 0.01% (n = 200,000). AID 1487; active means well fitted inhibition curve with a large enough effect in the signal ratio, with a control signal flat, not every such curve was filed as active; inconclusive means small, poorly fitted or top-dose-only effect, or effect the other way, or a change in a side signal; the % refers to the signal ratio; further: on the % scale 0 is the no-effect control and ±100 the full control effect
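S3 HeLa stable clones carrying a lamin A-EGFP splicing minigene plus DsRed2 were seeded at 600 cells/well in Opti-MEM with 2% FBS, pin-dosed and incubated 48 h at 37°C. Acumen cytometry (488 nm) gave the GFP/RFP total-intensity ratio.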
KinaseGlo FLuc = blocks Kinase-Glo luciferase, a counter-screen artifact. AID 1379. Potency, µM (doses to about 38.3 µM), inactives show top-dose activity change, negative = inhibition, most hits filed as inhibitors. actives 0.28% (n = 200,000). Q27757. Kinase-Glo luciferase, ATP luminescence, 8 min; further: on the % scale 0 is the no-effect control and ±100 the full control effect; nearly all actives have a fitted effect of over 60% in size
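Compounds were added to a substrate mix at pH 7.2 (50 mM imidazole, 10 uM ATP, within the enzyme's linear range), followed by Kinase-Glo detection reagent; luminescence was measured after 8 minutes at ambient temperature.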
ALDH1A1 inh = ALDH1A1 (human) enzyme inhibition; P00352; Purified ALDH1A1, NADH fluorescence, propionaldehyde substrate; Potency, µM (doses to about 75.3 µM), inactives show at the highest dose activity, negative = inhibition, hits mostly inhibitors; actives 7.3% (n = 220,000); AID 1030; active means well fitted inhibition curve with a large enough effect, not every such curve was filed as active; inconclusive means small, poorly fitted or top-dose-only effect, or another doubt; inactive means no such curve, though single readings can be large or run the other way;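 further: plate controls were no enzyme wells and a reference inhibitor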
KDM4E inh = inhibitors of human JMJD2E histone demethylase | JMJD2E catalytic domain, FDH-coupled NADH fluorescence (FDH is formaldehyde dehydrogenase) | Potency, µM (top dose mostly 57.1 µM), inactives show at the top dose activity change, negative = inhibition, most hits filed as inhibitors | actives 1.6% (n = 230,000) | AID 2147; active means well fitted inhibition curve with a large enough effect, not every such curve was filed as active; inconclusive means small, poorly fitted or top-dose-only effect, or another doubt; inactive means no such curve, though single readings can be large or run the other way;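 further: 0% = wells with enzyme and -100% = buffer wells without enzyme; nearly all actives have a fitted effect of over 50% in size; many of its hits are not listed in these tables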
SMN2 splice enh = enhancers of SMN2 splice variant expression | HEK293 SMN2-luciferase splicing reporter, luminescence, 30-36 h | Potency, µM (doses to about 46.1 µM), for inactives: at the top dose activity change, positive = activation, usual class: activators | actives 2.8% (n = 210,000) | AID 1458; further: % of control where 0% means no effect; nearly all actives have a fitted effect of over 55% in size
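HEK293 cells carry an SMN2 minigene-luciferase reporter in which exon 7 inclusion puts luciferase in frame. Cells were seeded at 2000 cells/well, attached for 10-12 hours, then exposed to compounds for 30-36 hours at 37C before ONE-Glo luminescence.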
Tau ThT inhib = blocks human tau fibril formation measured by thioflavin T; P10636; recombinant tau K18 P301L, heparin-induced fibrillization, ThT fluorescence; Potency, µM (top dose mostly 57.4 µM), for the others: at the top dose activity, negative = inhibition, actives largely listed as inhibitors; actives 2.1% (n = 270,000); further: on the % scale 0 is the no-effect control and ±100 the full control effect; nearly all actives have a fitted effect of over 55% in size
Target sequence (P10636 561-689 P618L limits assumed): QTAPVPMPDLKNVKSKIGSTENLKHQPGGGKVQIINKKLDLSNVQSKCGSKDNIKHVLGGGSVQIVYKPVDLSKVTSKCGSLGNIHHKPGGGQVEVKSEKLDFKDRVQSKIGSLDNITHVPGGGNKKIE
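Fibril formation assay: tau K18 P301L at 15 uM with trace Alexa 594 label, heparin inducer 20 uM, pH 7 sodium acetate buffer, 37 C for 6 hr; endpoint ThT signal.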
Starred values were filed as active, the others as inactive; i = inactive; ? = inconclusive; · = no result given; [ ] = another dose, or the depositor's remark. Unless noted, the call rests on the fitted dose curve; in most records, active means well fitted curve in the direction sought with a large enough effect; inconclusive means small, poorly fitted or top-dose-only effect, or another doubt; inactive means no such curve, though single readings can be large; an effect the other way counts as inactive or inconclusive. Potency means the concentration at half of the fitted maximal effect. These rows are one share of the data (hit frequency here may not be typical).

nr	mol	RECQ1 helicase	L3MBTL1 block	Lamin A splicing	KinaseGlo FLuc	ALDH1A1 inh	KDM4E inh	SMN2 splice enh	Tau ThT inhib
1	Cc1nn(C)c(C)c1NC(=O)CSc1nc(-c2ccccc2Cl)nc2c1cnn2-c1ccccc1	-17.8%	8.4%	-2.4%	0.6%	10.3%	1.7%	-4.5%	?
2	CCn1c(CNC(=O)c2ccco2)nnc1SCC(=O)Nc1cc(C)c(C)cc1Br	i	·	5.0%	2.5%	-15.4%	7.3%	-21.2%	-9.6%
3	Cc1ccc(CN2CCCC(CO)(Cc3ccccc3C)C2)s1 (stereo unspecified)	-7.7%	-0.5%	·	·	-2.4%	-3.4%	·	-0.8%
4	CCOC(=O)/C(=C\c1ccccc1)NC(=O)c1ccccc1	-11.3%	62.8%[activator]	·	·	·	-8.1%	·	-8.6%
5	COc1ccc(OC)c(NC(=O)CSc2nnc(CCCO)n2-c2ccccc2)c1	-9.3%	5.0%[11.4 µM]	14.2%	-1.2%	2.5%	-0.5%	-0.5%	-7.0%
6	CCOc1ccc(OC(=O)NC(c2ccccc2)C(Cl)(Cl)Cl)cc1 (stereo unspecified)	i	6.3%	-14.3%	-4.1%	-2.3%	-10.8%	-12.3%	-5.1%
7	Nn1cnc2c([nH]c3ccccc32)c1=O	-7.1%	36.4%[activator]	-18.8%	-2.7%	?	-5.1%	2.3%	5.3%
8	CC(OC(=O)c1ccccc1N1C(=O)C2C3CCC(C3)C2C1=O)C(=O)c1ccccc1 (stereo unspecified)	2.1%	-13.2%	-8.9%	5.2%	20.1%	0.3%	·	-0.4%

Limited to Tau ThT inhib, for some of the entries so far:
| item | Molecule | Tau ThT inhib |
| --- | --- | --- |
| 4 | CCOC(=O)/C(=C\c1ccccc1)NC(=O)c1ccccc1 | -8.6% |
| 5 | COc1ccc(OC)c(NC(=O)CSc2nnc(CCCO)n2-c2ccccc2)c1 | -7.0% |

Filtered by structure, those above with an aryl thioether with sulfur outside any ring (3)
nr	mol	RECQ1 helicase	L3MBTL1 block	Lamin A splicing	KinaseGlo FLuc	ALDH1A1 inh	KDM4E inh	SMN2 splice enh	Tau ThT inhib
1	Cc1nn(C)c(C)c1NC(=O)CSc1nc(-c2ccccc2Cl)nc2c1cnn2-c1ccccc1	-17.8%	8.4%	-2.4%	0.6%	10.3%	1.7%	-4.5%	?
2	CCn1c(CNC(=O)c2ccco2)nnc1SCC(=O)Nc1cc(C)c(C)cc1Br	i	·	5.0%	2.5%	-15.4%	7.3%	-21.2%	-9.6%
5	COc1ccc(OC)c(NC(=O)CSc2nnc(CCCO)n2-c2ccccc2)c1	-9.3%	5.0%[11.4 µM]	14.2%	-1.2%	2.5%	-0.5%	-0.5%	-7.0%

Next section:
nr	mol	RECQ1 helicase	L3MBTL1 block	Lamin A splicing	KinaseGlo FLuc	ALDH1A1 inh	KDM4E inh	SMN2 splice enh	Tau ThT inhib
9	Cc1cc(Br)c(OCc2ccc(C(=O)N/N=C3\CC4CC=CC34)cc2)c(Br)c1 (stereo unspecified)	-3.4%	-14.9%	?	-0.2%	8.91µM*	?	-43.1%[inhibitor]	?
10	COc1ccccc1CNC(=O)C1CCN(S(=O)(=O)c2c(C)noc2C)CC1	i	5.5%	-0.3%	-1.5%	9.9%	5.5%	1.2%	-7.6%
11	CS(=O)(=O)c1ccc(-c2nc(-c3ccc(F)cc3)c(-c3ccncc3)[nH]2)cc1	i	·	·	·	?	·	?	0.2%
12	COc1cc(C2CC(C(F)(F)F)n3ncc(C(=O)O)c3N2)cc(OC)c1OC (stereo unspecified)	-4.0%	-5.0%	1.0%	-7.6%	10.7%	3.3%	-2.9%	-0.6%
13	Cc1cccc(-n2c(C)cc(/C=N/n3cnnc3)c2C)c1	-5.1%	-1.9%	14.6%	-2.0%	?	-7.1%	-7.6%	-15.3%
14	Cc1cc(Cl)ccc1OCC(=O)Nn1c(C)ccc1C	-20.2%	-10.0%	9.1%	-4.0%	0.1%	-9.3%	0.0%	-7.5%
15	CCn1nc(C(=O)OCC(=O)N2CCc3ccccc32)c2ccccc2c1=O	-10.2%	-0.4%	-9.0%	7.4%	?	2.9%	9.2%	?
16	CC(C)C(NC(=O)c1cccc(S(=O)(=O)N2CCOCC2)c1)C(=O)NCCc1ccccn1 (stereo unspecified)	i	·	14.7%	-3.4%	2.2%	3.2%	13.3%	-6.4%
17	Cc1[nH]n(-c2ccccc2)c(=O)c1/C=N/Nc1nncc(-c2ccccc2)n1	-5.5%	25.1µM*	?	-0.7%	?	?	-83.2%[inhibitor]	14.1µM*
18	COc1c2c(cc3c1C(c1c(O)c4ccccc4oc1=O)N(C)CC3)OCO2 (stereo unspecified)	0.5%	·	·	3.6%	?	?	-38.4%[inhibitor]	-7.5%
19	O=C(CSc1ncccc1-c1nc2ccccc2[nH]1)N1CCN(c2ccccc2F)CC1	-8.2%	-19.7%	?	-6.0%	?	?	-19.3%	?
20	O=C(Nc1ccccc1)N1CCN(C2c3ccccc3-c3ccccc32)CC1	-1.1%	-8.6%	·	·	·	2.0%	·	-10.8%
21	CCCC[C@H]1C[C@@H]1[C@@H]1N(C(C)=O)[C@H](c2cccc(OC)c2)CC12CC2	-4.4%	·	·	1.8%	-8.9%	4.0%	-15.7%	?
22	O=C(CN1CCc2ccccc21)NCc1ccc2c(c1)OCO2	-0.9%	-5.7%	-1.6%	-1.0%	?	0.4%	15.8%	-13.2%
23	CCC(C)NC(=O)c1c(C)cc(=O)oc1C (stereo unspecified)	-1.0%	2.9%	9.7%	-6.4%	-3.6%	-1.5%	-7.3%	-7.8%
24	Cc1ccc(Cn2c(Sc3nccc(C)n3)nc3c2c(=O)[nH]c(=O)n3C)cc1	i	4.0%	-1.1%	0.7%	-8.6%	-3.7%	-4.5%	-2.0%
25	Cc1cc(C)cc(NC(=O)C2CCCN2C(=O)Oc2ccccc2)c1 (stereo unspecified)	-5.6%	·	1.5%	19.4%	10.8%	1.1%	-10.9%	-6.7%
26	Cc1sc(NC(=O)C2CCCCC2C(=O)O)c(C(N)=O)c1-c1ccccc1 (stereo unspecified)	-2.9%	-2.7%	-6.9%	-0.9%	-11.8%	13.5%	-24.2%	-0.5%
27	Cc1c(C(=O)NC2=NCCS2)oc2ccccc12	-11.9%	1.6%	4.2%	?	7.3%	-8.1%	2.82µM*	0.0%
28	COCCNC(=S)N(Cc1cccnc1)Cc1ccc(OC)c(OC)c1	-1.3%	-1.0%	-6.4%	4.7%	12.2%	2.4%	4.1%	?
29	N#Cc1cc2cc3ccccc3nc2n2c(=O)c3ccccc3nc12	-3.4%	-3.0%	-12.3%[46 µM]	3.6%	1.5%	5.8%	-17.3%	?
30	CC(C)(C)NC(=O)Cn1cnc([N+](=O)[O-])n1	-6.3%	-0.4%	9.9%[0.0737 µM]	-3.0%	2.2%	7.6%	13.5%	-5.3%
31	Cc1cc(C)c(S(=O)(=O)Nc2nnc(C)s2)c(C)c1	0.1%	4.7%	8.1%	2.9%	11.7%	0.0%	-18.6%	-9.5%
32	CCc1nnc(SCC(=O)Nc2ccc(C(C)=O)cc2)nc1CC	-21.7%	·	0.7%	0.3%	-6.2%	1.3%	9.2%	?
33	CCC1C(O)=C(c2ccccn2)C(=N)N1c1ccccc1 (stereo unspecified)	-9.9%	-4.2%	-13.0%	-1.0%	-15.5%	?	-11.1%	-17.6%
34	Cn1c(SCC(=O)c2ccc3c(c2)Cc2ccccc2-3)nnc1-c1ccccc1	-7.4%	3.7%	2.4%	-0.1%	?	?	6.9%	?
35	Cn1nnnc1NCc1ccc(Cl)c(Cl)c1	2.4%	-3.6%	·	-1.2%	1.6%	1.1%	·	-9.5%
36	CCOc1cc(CNCCN2CCOCC2)ccc1OCc1ccccc1Cl	i	29.1%	·	-0.8%	-7.2%	-18.4%	-12.3%	2.8%
37	COc1ccc(C(=O)n2nnc3ccccc32)cc1OC	0.1%	5.6%	8.6%	-2.5%	1.4%	1.1%	-2.6%	-7.5%
38	COC(=O)c1c(-c2cc(C)ccc2C)csc1NC(=O)C1CC=CCC1C(=O)O (stereo unspecified)	i	-13.6%	?	-2.4%	4.4%	-19.8%	-1.5%	-8.2%
39	CCOCCn1c(=NC(=O)/C=C/c2ccccc2Cl)sc2cc(NC(C)=O)ccc21	4.1%	-4.6%	-5.4%	-3.9%	4.4%	2.1%	-17.9%	2.1%
40	O=C(CCC1COc2ccccc2O1)NCc1ccccc1 (stereo unspecified)	i	·	8.7%	1.3%	?	8.8%	-18.2%	-9.9%
41	COc1ccccc1OC(C)C(=O)O (stereo unspecified)	i	11.9%	0.8%	-4.5%	4.0%	10.3%	-13.0%	1.7%
42	COc1ccc(CC(=O)Nc2cccc(-c3nnc(-c4cccc(C)c4)o3)c2)cc1OC	0.6%	-12.7%	?	1.5%	?	-18.8%	-125.9%[inhibitor]	-9.5%
43	CC1=CN2C(=NC(=O)CC2(C)C(=O)N(CC(=O)NC2CCCC2)c2ccccc2C)C=C1 (stereo unspecified)	-1.5%	-0.5%	-4.0%	-0.6%	?	?	-1.2%	0.0%
44	COc1ccc(NC(=O)N2CCCC3(CCN(C(=O)c4cc(C(F)(F)F)cc(C(F)(F)F)c4)CC3)C2)cc1	-4.1%	·	·	-0.6%	2.3%	·	-11.3%	·
45	C/C(=N\NC(=O)CCC(=O)Nc1ccccc1)c1cccs1	-3.2%	-3.2%	4.0%	-3.9%	-8.1%	?	-3.3%	2.5%
46	CN(C)S(=O)(=O)c1ccc(C(=O)N2CCC(c3nc4ccccc4o3)CC2)cc1	i	10.9%	-23.0%	-2.5%	28.2µM*	-6.4%	-95.5%[inhibitor]	-2.9%
47	O=C(O)C1CCN(C(=O)Cc2ccccc2)CC1	i	43.5%[activator]	·	-2.9%	0.0%	-5.0%	-7.7%	5.0%

Bioassay records deposited in PubChem BioAssay by National Center for Advancing Translational Sciences (NCATS).
